BRCA1 expr act: increases BRCA1 expression. Potency, µM (doses to about 46.1 µM), without a hit: at the top dose activation, hits mostly activators. hit rate 1.1% among 380,000. MCF7-BRCA1-FFLuc reporter, luminescence, 48 h; response scale: scaled: vehicle 0%, 10 µM genistein 100%; note: potency is the fitted concentration of half-maximal effect; nearly all actives have a fitted effect of over 80% in size; some results filed as inactive show a strong effect at the top dose
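Reporter cells (MCF7, BRCA1 promoter-firefly luciferase) received library compounds across a concentration series for 48 h. End-point luminescence was measured and concentration-effect curves derived after normalization.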
B2AR arrestin: recruits beta-arrestin to the human beta2-adrenergic receptor; P07550; beta-arrestin recruitment to beta2AR, cell-based reporter; Potency, µM (highest dose often 46.1 µM), for inactives: top-dose activation, actives largely listed as activators; hit rate 0.02% among 330,000;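 note: potency is the fitted concentration of half-maximal effect; 0% = DMSO controls and full agonism = EC100 isoproterenol or metaproterenol; nearly all actives have a fitted effect of over 65% in size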
TCR act: activates T cell receptor signaling | Potency, µM (titrated, usually from 9.22 µM), for the others: at the highest dose activation of IL-2 secretion, actives largely listed as activators | AID 504894 | primary human leukocytes, anti-CD3, IL-2 HTRF, 48 h | 330,000 tested, under 10 active; note: % of control where 0% means no effect
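1) Mix primary human leukocytes, a-CD3 beads and compound. 2) Incubate 48 hr. 3) Add HTRF IL-2 reagents (a-IL-2-K, a-IL-2-d2).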
TRPV1 ag: human TRPV1 agonism. Q8NER1. TRPV1-expressing cells, Fluo-8 calcium influx, agonist mode. activation, % at 8.33 µM. hit rate 0.19% among 320,000; in the data active = activation above about 80%; inconclusive = between about 30% and that limit; note: 0% is about no effect
Target sequence (Q8NER1 whole entry, looked up): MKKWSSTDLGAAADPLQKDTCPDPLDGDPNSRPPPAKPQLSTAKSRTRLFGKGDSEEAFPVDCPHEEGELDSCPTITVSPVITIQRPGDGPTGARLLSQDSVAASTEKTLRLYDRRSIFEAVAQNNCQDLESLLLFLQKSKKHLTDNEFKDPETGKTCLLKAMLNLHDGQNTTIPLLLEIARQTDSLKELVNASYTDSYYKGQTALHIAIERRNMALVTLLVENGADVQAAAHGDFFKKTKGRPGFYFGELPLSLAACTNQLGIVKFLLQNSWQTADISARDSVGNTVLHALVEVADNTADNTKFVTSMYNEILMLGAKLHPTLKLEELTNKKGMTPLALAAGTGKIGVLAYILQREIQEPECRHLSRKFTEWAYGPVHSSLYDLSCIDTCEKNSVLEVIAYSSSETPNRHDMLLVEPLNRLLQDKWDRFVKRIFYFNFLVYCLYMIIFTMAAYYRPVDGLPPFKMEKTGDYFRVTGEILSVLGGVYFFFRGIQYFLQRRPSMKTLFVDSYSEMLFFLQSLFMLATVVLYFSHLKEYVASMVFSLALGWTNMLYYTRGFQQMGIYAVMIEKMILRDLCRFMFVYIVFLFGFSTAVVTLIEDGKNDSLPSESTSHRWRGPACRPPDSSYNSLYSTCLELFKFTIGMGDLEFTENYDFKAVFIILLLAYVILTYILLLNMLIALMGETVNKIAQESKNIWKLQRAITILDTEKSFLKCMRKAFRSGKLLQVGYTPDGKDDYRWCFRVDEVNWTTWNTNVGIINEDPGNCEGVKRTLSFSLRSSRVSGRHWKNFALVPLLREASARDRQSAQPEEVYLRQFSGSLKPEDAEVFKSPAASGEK
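Fluo-8 calcium influx in TRPV1-expressing cells, kinetic read (ex 480/em 520 nm). Compound added and read 3 min for agonist activity, followed by capsaicin at EC20 final and 2 min further read for enhancement.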
ELG1 repair inh: ELG1-dependent DNA repair inhibition; HEK293T ELG1-luciferase reporter, luminescence, 16 h; DNA damage induced by 5-fluorouridine; AID 504467; Potency, µM (series often up to 46.1 µM), for the others: at the top dose activity change, negative = inhibition, actives largely listed as inhibitors; hit rate 2.3% among 330,000; note: potency is the fitted concentration of half-maximal effect; % is set by controls: 0 for no effect and ±100 for the full control effect; nearly all actives have a fitted effect of over 55% in size
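Overnight (16 hr) co-exposure of 2,000 cells/well to 5-fluorouridine and compound at 37 °C preceded detection. Luciferase was quantified via ONE-Glo luminescence; loss of signal denotes inhibition.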
MLL CXXC-DNA inh: inhibitors of human MLL CXXC domain-DNA interaction | hit rate 0.037% among 290,000 | MLL-CXXC / FITC-HOXA9 DNA fluorescence polarization | Potency, µM (series often up to 115 µM), inactives show at the highest dose activity change, negative = inhibition, actives largely listed as inhibitors | Q03164; active = well fitted inhibition curve with a large enough effect in the polarisation, with a control signal flat, not every such curve was filed as active; inconclusive = small, poorly fitted or top-dose-only effect, or effect the other way, or a change in a side signal; inactive = no such curve, though single readings can be large or run the other way; the % refers to the polarisation; note: potency is the fitted concentration of half-maximal effect
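Purified MLL-CXXC (added from a 7 uM solution) was preincubated 5 min at ambient with pinned compounds in 50 mM Tris-HCl pH 7.5, 50 mM NaCl, 1 mM DTT, 0.05% BSA. Fluorescein-labeled HOX-A9 DNA (50 nM solution) followed, 30 min, then polarization read.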
Integrin act MD: integrin-mediated muscular dystrophy alleviation activation | alpha7betagal myoblasts, beta-gal FDG fluorescence, 48 h | Potency, µM (doses to about 38.3 µM), for the others: at the top dose activation, actives largely listed as activators | hit rate 0.064% among 350,000;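 note: potency is the fitted concentration of half-maximal effect; 100% = response of the positive control SU9516; nearly all actives have a fitted effect of over 60% in size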
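alpha7betagal+/- myoblasts (passage 13, 250/well) treated 48 h at 37C with compounds at 1:260 dilution of DMSO stock. Lysed, then beta-galactosidase activity read as FDG fluorescence (ex 480/em 540) after 30 min, with pre-read for autofluorescence.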
PTAP TSG101 blk: blocks PTAP/TSG101 interaction to inhibit HIV-1 budding; Potency, µM (series often up to 115 µM), for the others: at the top dose activity change, negative = inhibition, actives largely listed as inhibitors; 340,000 tested, under 10 active; Fluorescence polarization, FITC-PTAP peptide / Tsg101 binding; Q99816; active = well fitted inhibition curve with a large enough effect in the main read-out, with a control signal flat, not every such curve was filed as active; inconclusive = small, poorly fitted or top-dose-only effect, or effect the other way, or a change in a side signal; inactive = no such curve, though single readings can be large or run the other way; note: potency is the fitted concentration of half-maximal effect; % of control where 0% means no effect
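FP read-out: FITC-PTAP peptide, 50 nM final, binding Tsg101 binding domain, 10 uM final; 20 min, r.t.; 10 mM HEPES pH 7.5, 0.15 M NaCl, 0.01% Tween 20, 3 mM EDTA, 0.1 mM TCEP.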
p53 reactivation: mutant p53 re-activation in reporter cells; H1299 p53-A138V BP100-luciferase reporter, luminescence, 24 h; Potency, µM (top dose mostly 92.2 µM), inactives show top-dose activity change, positive = activation, actives largely listed as activators; hit rate 0.063% among 320,000; note: potency is the fitted concentration of half-maximal effect; % of control where 0% means no effect; nearly all actives have a fitted effect of over 45% in size
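p53-null H1299 cells stably carrying temperature-sensitive p53-A138V and a BP100-luciferase reporter were pinned with compounds (4-point, 1:5 series) and held 24 hrs at 37 deg C. Luminescence was read 10 min after detection reagent.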
A-T KAP1 phos: candidate therapy for ataxia-telangiectasia; […] A-T fibroblasts, KAP-1 phosphorylation AlphaLISA; neocarzinostatin DNA damage 30 min before lysis; Potency, µM (top dose mostly 57.5 µM), for the others: top-dose activation, most hits filed as activators; hit rate 0.19% among 320,000; note: potency is the fitted concentration of half-maximal effect; % of control where 0% means no effect; nearly all actives have a fitted effect of over 45% in size
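hTERT-immortalized A-T patient fibroblasts ([…]), 500 cells/well in OPTI-MEM, 1% FBS, got compounds for 60 min, then NCS for 30 min at 37C. Lysates were then assayed for phospho-KAP-1 by AlphaLISA (anti-pKAP1 donor, anti-KAP1 acceptor beads), 6 hr at 25C.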
An asterisk follows results filed as active; ? = inconclusive; / = not tested or not shown; [ ] = another dose, or the depositor's remark. Unless noted, calls come from the whole dose curve; as a rule, active = well fitted curve in the direction sought with a large enough effect; inconclusive = small, poorly fitted or top-dose-only effect, or another doubt; inactive = no such curve, though single readings can be large; an effect the other way counts as inactive or inconclusive.

Values in the order: PTAP TSG101 blk	B2AR arrestin	BRCA1 expr act	TRPV1 ag	MLL CXXC-DNA inh	ELG1 repair inh	p53 reactivation	A-T KAP1 phos	TCR act	Integrin act MD
CC(C)(C)NC(=O)NC(=O)COC(=O)c1ccc(OC(F)(F)F)cc1
  -4%	-0.3%	-9%	-6	1%	13%	-3%	12%	-2%[46.1 µM]	8%
Cc1ccc(SC(CC(=O)c2ccc(C(C)(C)C)cc2)C(=O)O)cc1 (configuration not stated)
  -1%	-0.5%	-89%[inhibitor]	1	-12%	-10%	-9%	6%	-2%	-53%[inhibitor]
CN(CCc1ccccn1)C(=S)Nc1ccc(Cl)c(Cl)c1
  0%	-0.2%	0%	17	5%	0%	-6%	0%	1%	-22%
COc1cc(/C=N/NC(=O)c2cc3ccccc3cc2O)ccc1OCCN1CCCCC1
  4%	0.1%	-26%	-5	?	6%	-3%	-1%	0%[46.1 µM]	-8%
CC(C)CC(NC(=O)C1CCC(C)CC1)C(=O)Nc1ccc2c(c1)OCCO2 (configuration not stated)
  -12%	0.5%	59%	/	12%	?	?	5%	-2%	-7%
O=C(Nc1cc(N2CCOCC2)ncn1)c1ccccc1
  -8%	0.0%	92%	10	-12%	23%	12%	?	4%	38%
Cn1cccc1CC(=O)N/N=C/c1cccc2ccccc12
  -9%	-0.2%	0%	10	2%	-3%	2%	1%	-10%	22%
O=C(NN=C1CCCCCC1)c1cccs1
  0%	-1.1%	?	1	2%	?	40µM*	2%	8%	16%
Cc1ccc(C(=O)NC(=S)N2CC(C)OC(C)C2)cc1[N+](=O)[O-] (configuration not stated)
  -6%	-0.8%	-1%	0	-7%	-4%	4%	-2%	1%	-15%
O=S(=O)(Nc1ncccn1)c1ccc(Cl)cc1
  -5%	-0.2%	5%	5	5%	-5%	4%	14%	-1%	-28%
OCCC1CN(C2CCN(c3ccccc3F)CC2)CCN1Cc1ccccc1 (configuration not stated)
  -3%	0.1%	-4%	-1	-1%	2%	1%	-1%	-4%	-7%
CCOC(=O)Nc1nn(-c2ccc(C)cc2)c(=O)c(C#N)c1C
  -9%	0.3%	1%	-6	3%	20%	-3%	1%	5%	5%
COc1ccc(COCC(O)CN2CC(C)OC(C)C2)cc1OC (configuration not stated)
  -15%	0.3%	14%	2	0%	-2%	-4%	6%	2%	?
O=C(COC(=O)Cc1ccc(Cl)cc1)NCc1ccc2c(c1)OCO2
  1%	-0.5%	-7%	-9	/	13%	-5%	-3%	2%	3%
O=C1c2ccccc2C(=O)N1Cc1cccnc1
  -3%	0.0%	-14%	-1	-10%	27%	-1%	1%	-3%	7%
Cc1onc(-c2ccccc2)c1C(=O)NNC(=S)NC(=O)c1ccc(Br)cc1
  -4%	-0.9%	-67%	7	?	-5%	?	-3%	6%[46.1 µM]	8%
CCN(c1ccccc1)S(=O)(=O)c1ccc(Cl)c(NC(=O)CSc2nncn2C)c1
  0%	-0.2%	10%	3	15%	-11%	1%	2%	0%[46.1 µM]	-18%
CC(=O)c1ccc(S(=O)(=O)N2CCN(C(=O)c3ccccc3Cc3ccccc3)CC2)cc1
  0%	0.3%	-3%	0	/	-4%	4%	0%	-3%	-22%
CCOC(=O)c1[nH]c2ccc(C)cc2c1N=C(C)N(C)C
  -2%	-0.1%	-21%	5	-2%	16%	-3%	-6%	3%	3%
CCC(=O)NC(C)C(c1cccs1)N1CCN(Cc2ccccc2)CC1 (configuration not stated)
  -2%	0.5%	-9%	3	-1%	18%	1%	6%	-8%	-2%
C=CCn1c(SCCN2CCCCC2)nc2c1c(=O)[nH]c(=O)n2C
  0%	0.1%	22%	2	7%	-2%	-2%	9%	-2%	-33%
CCC12CN3CC(CC)(CN(C1)C3c1ccc(OC(C)C)cc1)C2=O (configuration not stated)
  -9%	-0.2%	0%	8	-6%	3%	17%	1%	9%	-10%
Cn1c(=O)c2c(ncn2CC(=O)N2CCOCC2)n(C)c1=O
  -1%	-0.2%	-1%	0	-4%	-2%	-24%	-7%	2%	-8%
CCC1CCCCN1C(=S)NC(=O)c1cccs1 (configuration not stated)
  1%	12%	-1%	4	3%	-14%	1%	1%	-6%	4%
O=C(NCC(c1ccco1)N1CCCC1)c1ccc(Cl)cc1 (configuration not stated)
  -2%	0.0%	-21%	0	19%	1%	-2%	1%	8%	-16%
CCOC(=O)C1=C(Nc2ccccc2)CC(C)(O)C(C(=O)OCC)C1c1ccc(Br)cc1 (configuration not stated)
  1%	-0.4%	-82%	?	-4%	?	-8%	-5%	-3%[46.1 µM]	8%
CCOc1nc(SC(C(C)=O)C(=O)Nc2ccccc2)nc(N(C)C)n1 (configuration not stated)
  -3%	-0.1%	-10%	-5	-4%	14%	14%	/	7%[46.1 µM]	-19%
CC(=O)Nc1ccc(S(=O)(=O)Nc2nc3ccccc3s2)cc1
  -6%	0.2%	-1%	2	9%	13%	-6%	-2%	0%	18%
O=C(CSc1nnc(NC(=O)c2cccc(F)c2)s1)NC1CCCC1
  -1%	-0.7%	?	-4	5%	?	15%	-2%	2%	3%
COc1ccc(C(NC(=O)C2CCCCC2)c2c(O)ccc3ccccc23)cc1 (configuration not stated)
  -5%	2.8%	-64%	2	6%	-11%	3%	-5%	-2%[46.1 µM]	-1%

Quoted from above for reference:
Values in the order: PTAP TSG101 blk	B2AR arrestin	BRCA1 expr act	TRPV1 ag	MLL CXXC-DNA inh	ELG1 repair inh	p53 reactivation	A-T KAP1 phos	TCR act	Integrin act MD
CCC1CCCCN1C(=S)NC(=O)c1cccs1 (configuration not stated)
  1%	12%	-1%	4	3%	-14%	1%	1%	-6%	4%
O=C(NCC(c1ccco1)N1CCCC1)c1ccc(Cl)cc1 (configuration not stated)
  -2%	0.0%	-21%	0	19%	1%	-2%	1%	8%	-16%

(list continues)
Values in the order: PTAP TSG101 blk	B2AR arrestin	BRCA1 expr act	TRPV1 ag	MLL CXXC-DNA inh	ELG1 repair inh	p53 reactivation	A-T KAP1 phos	TCR act	Integrin act MD
Cc1cc2c(NC(=O)Nc3ccc(F)cc3)cccc2nn1
  -3%	0.4%	-41%	?	0%	?	-4%	-5%	-1%	2%
COc1ccc(-c2cc(C(=O)N3CCN(c4ccccc4O)CC3)c3ccccc3n2)cc1
  0%	-1.0%	15%	-1	/	20%	10%	6%	15%	2%
COc1ccc(Br)cc1C(=O)O
  -1%	-0.2%	0%	0	-2%	7%	1%	7%	8%	2%
COc1ccc(C(=O)Nc2ccccc2NC(=O)c2ccco2)cc1OC
  -5%	-0.2%	-15%	3	3%	-23%	-4%	-5%	2%	-18%
O=[N+]([O-])c1ccc(-c2ccc(S(=O)(=O)NCCN3CCCC3)cc2)cc1
  -3%	0.2%	-18%	3	-1%	?	-4%	-2%	-8%	-52%[inhibitor]
CC1(C)CC2CC(C)(CN2C(=S)Nc2ccccc2F)C1 (configuration not stated)
  -1%	-0.3%	-4%	-2	6%	3%	-1%	1%	-3%	-13%
CCOc1ccccc1-n1c(CN2CCN(C(=O)c3ccco3)CC2)nc2ccccc2c1=O
  -5%	0.0%	-21%	-2	-3%	-26%	-10%	-7%	0%	-9%
COc1cc(C(CCN2CCCC(C)C2)c2c(OC)cc(OC)c3c(-c4ccccc4)cc(=O)oc23)cc(OC)c1OC (configuration not stated)
  -16%	-0.9%	-29%	1	1%	0%	2%	-35%	0%	-17%
O=C(NC(=S)Nc1cccc(S(=O)(=O)NC2=NCCC2)c1)c1cc(-c2ccco2)nc2ccccc12
  -7%	8.4%	-7%	-1	1%	?	3%	0%	0%	-49%[inhibitor]
CCOc1ccc(OCC(=O)Nc2cc3c(cc2C(=O)O)OCCCO3)cc1
  -4%	-0.1%	-18%	0	11%	-1%	-5%	-9%	2%	17%
CCOC(=O)c1sc(C)c2c1NC(C)(c1cccc3ccccc13)NC2=O (configuration not stated)
  0%	4.8%	-39%	?	9%	?	-4%	-5%	-6%	-19%
O=C1CSC(c2ccc(Cl)c(Cl)c2)N1c1nccs1 (configuration not stated)
  -3%	-0.1%	-36%	-1	/	?	1%	4%	-1%	5%
CCc1n[nH]c(=S)n1/N=C/c1ccccc1OCc1ccc(Cl)cc1
  -2%	-0.3%	26%	2	3%	?	12%	4%	-4%	15%
N#CCC(=O)N/N=C\c1ccccc1OC/C=C/c1ccccc1
  3%	0.4%	2.5µM*	0	-7%	?	?	-7%	-4%	-30%
N#CCCn1cc(CNC2CCC(O)CC2)c2ccccc21 (configuration not stated)
  -1%	-0.5%	-10%	5	-8%	7%	1%	4%	-21%	14%
CC(OC(=O)/C=C/c1ccco1)C(=O)Nc1cccc([N+](=O)[O-])c1 (configuration not stated)
  -3%	0.0%	-9%	19	2%	-15%	29%	-3%	-7%[46.1 µM]	-25%
Cc1ccc(CN2CC(C(=O)N3CCN(S(=O)(=O)c4cc(C)ccc4C)CC3)CC2=O)cc1 (configuration not stated)
  -9%	-0.3%	-11%	0	/	-3%	-7%	0%	5%	-8%
CCN(Cc1ccccc1)c1ccc(/C=C(\C#N)c2ccccn2)cc1
  -9%	3.5%	5µM*	?	?	?	?	-6%	0%[46.1 µM]	13%

Bioassay records from PubChem BioAssay.
